Compound activity: PubChem BioAssay, National Center for Advancing Translational Sciences (NCATS)
SNCA viab count: GF-AFC viability counterscreen for inhibitors of alpha-synuclein gene (SNCA) expression. hit rate 0.12% among 150,000. Potency, µM (highest dose often 57.1 µM), without a hit: at the highest dose activity change, negative = cytotoxicity, hits mostly cytotoxic. AID 1671193, 2021. HEK-293-SNCA-luc viability, GF-AFC fluorescence, 24 h;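 also: potency is read from the fitted curve at half-maximal effect; 0% = DMSO-treated cells and -100% = medium-only wells without cells; nearly all actives have a fitted effect of over 30% in size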
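Cytotoxicity counterscreen: after 24 h compound treatment of genome-edited SNCA-luciferase HEK-293 cells, live-cell protease substrate GF-AFC read by fluorescence after 30 min; activity scaled between DMSO (0%) and medium-only (-100%), curves Hill-fitted.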
HEK293 tox: Cytotoxic Profiling in HEK 293 Cell Line of Diverse Libraries Using Quantitative High-Throughput Screening | HEK 293 viability, ATP luminescence (CellTiter-Glo), 48-72 h | hit rate 6.6% among 94,000 | AID 1345083, 2018 | Potency, µM (top dose mostly 115 µM), for the others: at the highest dose activity change, negative = cytotoxicity, hits mostly inhibitors; also: potency is read from the fitted curve at half-maximal effect; nearly all actives have a fitted effect of over 60% in size
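Cells seeded first (HEK 293, 250 cells/well), then compound added by pintool. Incubation ran 48 or 72 hr at 37 degree Celsius. CellTiter-Glo was added and luminescence imaged after 10 min at room temperature.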
SNCA expr inh: Primary qHTS assay for inhibitors of alpha-synuclein gene (SNCA) expression; HEK-293 SNCA-luciferase knock-in, luminescence, 24 h; AID 1671194, 2021; hit rate 0.17% among 140,000; Potency, µM (series often up to 57.2 µM), for inactives: at the highest dose activity change, negative = inhibition, actives largely listed as inhibitors;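 also: potency is read from the fitted curve at half-maximal effect; plate controls were DMSO cells for no effect and cell-free wells for full effect; nearly all actives have a fitted effect of over 45% in size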
FLuc inh: Firefly luciferase inhibition profiling of diverse chemical library using quantitative high-throughput screening; purified P. pyralis luciferase, luminescence, biochemical; Potency, µM (doses to about 115 µM), inactives show at the top dose activity change, negative = inhibition, most hits filed as inhibitors; hit rate 2.5% among 76,000; AID 1347043, 2019; also: potency is read from the fitted curve at half-maximal effect; nearly all actives have a fitted effect of over 65% in size
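Biochemical qHTS: compound (6-point titration) added to 10uM D-luciferin plus 10uM ATP in Tris acetate pH 7.5 buffer with Mg, Tween-20 and BSA, then purified enzyme at 10nM; light output imaged.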
NIH3T3 tox: Cytotoxic Profiling in NIH 3T3 Cell Line of Diverse Libraries Using Quantitative High-Throughput Screening; AID 1345082, 2018; Potency, µM (titrated, usually from 96.7 µM), for the others: at the highest dose activity change, negative = cytotoxicity, hits mostly inhibitors; hit rate 4.3% among 94,000; NIH 3T3 viability, CellTiter-Glo ATP luminescence, 48-72 h; also: potency is read from the fitted curve at half-maximal effect; nearly all actives have a fitted effect of over 55% in size
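Mouse fibroblast NIH 3T3 cells, 400 per well, received compound via pintool and were incubated for 48 or 72 hr prior to CellTiter-Glo ATP luminescence measurement.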
GPT2 inhibitor: Primary qHTS assay for inhibitors of Glutamate pyruvate transaminase 2 (GPT2). Recombinant GPT2, coupled pyruvate oxidase/HRP Amplex Red fluorescence. Potency, µM (highest dose often 57.7 µM), for inactives: at the top dose activity change, negative = inhibition, actives largely listed as inhibitors. hit rate 0.25% among 100,000. AID 1671188, 2021; also: potency is read from the fitted curve at half-maximal effect; nearly all actives have a fitted effect of over 60% in size; many of its hits are not listed in these tables
Target sequence (Q8TD30 whole entry, looked up): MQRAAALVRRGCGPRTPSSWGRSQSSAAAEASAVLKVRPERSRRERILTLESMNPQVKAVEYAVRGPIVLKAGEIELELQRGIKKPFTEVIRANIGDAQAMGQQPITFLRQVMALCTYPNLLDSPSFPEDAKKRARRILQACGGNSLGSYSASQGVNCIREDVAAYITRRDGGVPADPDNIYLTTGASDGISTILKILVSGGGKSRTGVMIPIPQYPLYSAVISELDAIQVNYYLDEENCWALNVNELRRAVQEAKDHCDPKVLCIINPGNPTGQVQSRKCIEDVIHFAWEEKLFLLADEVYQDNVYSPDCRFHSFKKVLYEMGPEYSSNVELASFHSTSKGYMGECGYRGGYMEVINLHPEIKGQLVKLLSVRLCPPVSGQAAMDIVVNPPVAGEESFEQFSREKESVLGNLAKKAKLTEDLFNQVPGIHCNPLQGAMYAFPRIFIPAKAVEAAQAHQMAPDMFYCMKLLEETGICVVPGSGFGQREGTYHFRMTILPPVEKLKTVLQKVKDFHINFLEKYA
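GPT2 10ng/uL, a-KG 250uM, L-Ala 2mM, HEPES pH7.5 + 0.0001% Tween; 30 min RT. Then Amplex mix (PO/HRP/ThPP), 30 min RT dark, fluorescence. AOA 50uM used as positive control.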
IP6K1 inh: Primary qHTS assay for small molecule inhibitors of Inositol hexaphosphate kinase 1 (IP6K1). Inositol hexakisphosphate kinase 1 (Homo sapiens), Q92551. IP6K1 kinase, ADP-Glo luminescence, 2 h; hits give low values. activity change, % (series mostly up to about 58 µM). hit rate 0.81% among 140,000. AID 1645851, 2021; in the data active = activity change below about -25%
Target sequence (Q92551 whole entry, looked up): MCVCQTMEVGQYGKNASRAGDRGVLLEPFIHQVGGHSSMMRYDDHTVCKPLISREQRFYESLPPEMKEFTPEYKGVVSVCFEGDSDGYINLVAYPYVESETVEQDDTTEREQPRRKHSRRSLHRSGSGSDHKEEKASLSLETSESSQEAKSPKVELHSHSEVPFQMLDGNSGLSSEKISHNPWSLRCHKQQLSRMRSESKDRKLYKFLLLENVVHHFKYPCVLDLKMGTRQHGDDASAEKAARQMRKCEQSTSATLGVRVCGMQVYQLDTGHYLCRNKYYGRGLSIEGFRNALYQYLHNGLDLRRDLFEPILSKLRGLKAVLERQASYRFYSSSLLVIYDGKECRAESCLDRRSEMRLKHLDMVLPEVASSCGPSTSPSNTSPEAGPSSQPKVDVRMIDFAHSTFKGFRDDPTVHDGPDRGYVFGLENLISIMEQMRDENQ
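ADP-Glo luminescence measures ADP made by human IP6K1 during a 2 h RT reaction with ATP/IP6 (mix at 1.3 mM/130 uM); top library doses 57.5 and 19.1 uM final.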
* = called active by the depositor; i = inactive; ? = inconclusive; nt = no result given; [ ] = dose if it differs, or a comment. Unless noted, calls follow the shape of the dose curve; as a rule, active = well fitted curve in the direction sought with a large enough effect; inconclusive = small, poorly fitted or top-dose-only effect, or another doubt; inactive = no such curve, though single readings can be large; an effect the other way counts as inactive or inconclusive. Unless noted, % is scaled to controls: 0 for no effect and ±100 for the full control effect.

compound,HEK293 tox,GPT2 inhibitor,FLuc inh,SNCA viab count,NIH3T3 tox,IP6K1 inh,SNCA expr inh
COc1ccc(N2CCN(C(=O)CC3CCCCN(C)C3=O)CC2)cc1 (configuration not stated),3%,?,1%,4%,-4%,10,0%
Cc1noc(C)c1Cn1ccn2nc3c(c2c1=O)CCCC3,-4%,3%,-6%,8%,-2%,1,11%
O=C(NCc1ccncc1)c1csc(N2CCN(c3ccccc3F)CC2)n1,?,i,-6%,-22%,-24%,-6,?
O=C1NC(=NC2CCCC2)C2(CCCN(Cc3cccnc3)C2)N1c1cc(F)cc(F)c1 (configuration not stated),2%,?,nt,0%,25µM*,-13,-4%
CCc1ccc(NC(=O)C2CCCN(S(=O)(=O)c3c(C)noc3/C=C/N(C)C)C2)cc1 (configuration not stated),nt,nt,nt,2%,nt,8,-27%
CCOC(=O)Cc1csc(NC(=O)C[C@H]2NC(=O)c3ccccc3NC2=O)n1,2%,5%,-7%,1%,?,23,10%
COc1cccc(-c2c(C(=O)NCc3cccc(C(F)(F)F)c3)nc3sccn23)c1,?,-19%,nt,-11%,?,-6,1%
Cc1ccc(C(=O)N[C@@H]2CN(c3ncccn3)C[C@H]2CO)nc1,1%,1%,-7%,-2%,-1%,7,5%
CN1C[C@H](NC(=O)c2nc3ccccc3s2)CCC[C@@H](C(=O)N(C)Cc2cccnc2)CC1=O,?,i,-3%,-6%,-11%,8,-17%
CC(C)c1ccc(NS(=O)(=O)c2ccc3[nH]cc(C(=O)NC4CCCC4)c(=O)c3c2)cc1,nt,nt,nt,-8%,nt,-18,-15%
CN(C)C(=O)c1ccc(S(=O)(=O)NCc2ccc(Cl)cc2)s1,nt,nt,nt,0%,nt,-4,-22%
OC(c1ccccc1)c1nc(Nc2ccc(C(F)(F)F)cc2)n[nH]1 (configuration not stated),?,i,1%[172 µM],-3%[87.6 µM],?,-9,-1%[87.6 µM]
CC[C@@H](Nc1c(Nc2cccc(C(=O)N(C)C)c2O)c(=O)c1=O)c1cc(C(C)C)co1,nt,?,nt,-2%,nt,9,nt
COc1ccc(-c2cc3c(=O)n(CCNC(=O)c4sccc4C)ccn3n2)cc1,?,-3%,4.5µM*,-14%,-18%,-3,25%
CCOc1ccc(NC(=O)c2oc3ccccc3c2NC(=O)Cc2ccc(F)cc2)cc1,nt,nt,nt,16%,nt,9,0%
CCCc1cnc2c(c1SCC(=O)Nc1ccccc1OCC)c(=O)n(C)c(=O)n2C,nt,nt,nt,-11%,nt,-22,9%

Whole records, quoted from the list:
`CC(C)c1ccc(NS(=O)(=O)c2ccc3[nH]cc(C(=O)NC4CCCC4)c(=O)c3c2)cc1` is listed with HEK293 tox: nt; GPT2 inhibitor: nt; FLuc inh: nt; SNCA viab count: -8%; NIH3T3 tox: nt; IP6K1 inh: -18; SNCA expr inh: -15%
`O=C(NCc1ccncc1)c1csc(N2CCN(c3ccccc3F)CC2)n1` is listed with HEK293 tox: ?; GPT2 inhibitor: i; FLuc inh: -6%; SNCA viab count: -22%; NIH3T3 tox: -24%; IP6K1 inh: -6; SNCA expr inh: ?
`CCCc1cnc2c(c1SCC(=O)Nc1ccccc1OCC)c(=O)n(C)c(=O)n2C` is listed with HEK293 tox: nt; GPT2 inhibitor: nt; FLuc inh: nt; SNCA viab count: -11%; NIH3T3 tox: nt; IP6K1 inh: -22; SNCA expr inh: 9%

(listing goes on)
compound,HEK293 tox,GPT2 inhibitor,FLuc inh,SNCA viab count,NIH3T3 tox,IP6K1 inh,SNCA expr inh
CCC1Oc2ccc(NC(=O)C(C)C)cc2CN(Cc2ccccc2F)C1=O (configuration not stated),?,i,-10%,-11%,?,6,-19%
O=C(CN1C(=O)C2(SCC(=O)N2c2ccc(F)c(F)c2)c2ccccc21)Nc1ccccc1F (configuration not stated),nt,nt,nt,3%,nt,6,26%
COc1cccc(CNC(=O)Cn2c(-c3ccc(F)cc3)nc(C)c(CCO)c2=O)c1,?,i,-2%,-21%,?,3,-19%
CCOc1ccccc1C(=O)N(Cc1cc(OC)c(OC)c(OC)c1)c1ccccn1,nt,nt,nt,2%,nt,15,-5%
Cc1ccc(CSCC(=O)N2CCN(c3ccc(F)cc3)CC2)cc1,nt,nt,nt,2%,nt,-7,21%
CC1=C[C@@H](CN(CC2CC2)CC2CC2)[C@H](C(C)C)C[C@H]1Cc1nc2ccncc2[nH]1,?,-17%[88.5 µM],0%[172 µM],-22%[87.6 µM],?,5,-4%[87.6 µM]
C=C(C)C(=O)O[C@H]1C[C@@](C)(OC(C)=O)[C@@]2(O)CC[C@@](C)(O)[C@H](OC(C)=O)[C@@]23OC(=O)C(COC)=C13,nt,i,nt,-12%[23.9 µM],nt,15,nt
Cc1ccc(C)c(S(=O)(=O)c2nnn3c2nc(N2CCCC2)c2sccc23)c1,nt,nt,nt,-5%,nt,-10,?
COc1cccc(CC(=O)N2C[C@@H](Oc3ccccc3)C[C@H]2C(=O)N2CCOCC2)c1,-6%,i,1%,-4%[12.5 µM],3%,5,-8%
Cc1cccc2c1-c1sc(C(=O)Nc3ccccc3C(N)=O)cc1CO2,nt,nt,nt,5%,nt,5,69%[activator]
COc1ccccc1-c1cc(-c2ccccc2)nc2c(C)noc12,?,-14%[88.5 µM],1%[172 µM],10%[87.6 µM],?,-15,-12%[87.6 µM]
COc1cccc(NC(=O)Cc2c[nH]c3ncc(-c4ccccc4C)cc23)c1,71µM*,-3%[88.5 µM],-3%[172 µM],-22%[87.6 µM],?,-23,?
CC(C)N1CCN(C2CCOC3(CCN(C(=O)Nc4ccccc4)CC3)C2)CC1 (configuration not stated),i,1%,1%,6%,0%,-7,2%
O=C1CC(c2ccccc2)N(C(=O)C2CC2)CCCN(S(=O)(=O)Cc2ccccc2)CCN1 (configuration not stated),-14%,i,-3%,-16%,-22%,2,3%
CCOc1ccccc1C(=O)NCC(c1cccs1)S(=O)(=O)c1ccc(F)c(C)c1 (configuration not stated),nt,nt,nt,-8%,nt,-12,7%
O=C(c1ccccn1)N1CCC(N2CCCOC2=O)CC1,2%,4%,nt,-1%,i,-11,15%
COc1cccc([S+](=O)([O-])N2CCC(C(=O)O)(c3ccccc3)CC2)c1,i,i,nt,4%,-5%,-8,-7%
Cc1ccc([C@@H]2CN(C(=O)c3nc(C)oc3C)C[C@H]2NC(=O)C2CC2)cc1,-2%,i[11.5 µM],2%,-4%,?,22,4%
O=[S+]([O-])(c1ccncc1)c1nnn2c1nc(NC1CC1)c1ccccc12,-6%,i,nt,6%,-21%,1,?
CCOc1ccc(CC(=O)NC2CCN(c3cc(-c4ccc(F)cc4)[nH]n3)C2)cc1OCC (configuration not stated),?,?,-5%,-22%,?,1,-5%
COCCNc1ncc(-c2ccc(N3CCOCC3)cc2)c2c1OCC2,?,i,?,4%[87.6 µM],-25%[138 µM],-11,41%[activator][87.6 µM]
COCc1nncn1C1CCN(S(=O)(=O)c2ccc(F)c(F)c2)CC1,?,-14%,-1%,8%,-9%,9,11%
Cc1ccc(NC(=O)CCCn2c(=O)c3cccn3c3ccccc32)c(C)c1,nt,nt,nt,-4%,nt,21,8%
c1cncc(-c2cc(-c3cccc(N4CCOCC4)c3)cn3cncc23)c1,?,-2%[88.5 µM],15%[172 µM],-16%[87.6 µM],?,-12,-16%[87.6 µM]
N#Cc1c[nH]n2c(NC3CCCC3)c(-c3cccc(Br)c3)nc12,nt,nt,nt,-7%,nt,-8,-15%
COc1cccc([C@H]2CN(C(=O)CCc3scnc3C)C[C@@H]2N)c1,-5%,0%,0%,4%,-1%,1,1%
O=C(NCCS(=O)(=O)N1CCN(c2ccc(F)cc2)CC1)C(c1ccccc1)c1ccccc1,nt,nt,nt,22%,nt,-9,20%
O=C(NCc1ccccc1)c1ccccc1OC1CN(Cc2cccnc2Cl)C1,45µM*,i,nt,-23%,?,-10,5%
COc1ccc(Cl)cc1N1C(=O)[C@@H]2C[C@@H](NC(=O)Cc3cccs3)CCN2C1=O,i,-5%[88.5 µM],0%[172 µM],-3%[87.6 µM],?,12,15%[87.6 µM]
COc1cc(-c2ncn(/C=C\C(=O)OC(C)C)n2)cc(C(F)(F)F)c1,nt,-4%,nt,?,nt,4,nt
Cc1cccc(OCc2c(C(=O)N3CCCC3c3nncn3CCN(C)C)noc2C)c1 (configuration not stated),3%,i,16%,-1%,i,-16,1%
CSc1ccccc1C(=O)N1CCN(C(C)=O)CC(O)C1 (configuration not stated),i,4%,7%,4%,i,-8,-26%
O=C(O)CCCCC(=O)O,nt,-4%,nt,2%[23.9 µM],nt,14,-33%[25.6 µM]
O=C(CCc1ccccc1)N1CCC(n2cc(-c3nc(-c4ccccc4)no3)nn2)C1 (configuration not stated),?,i,-28%,4%,-28%,0,32%[activator]
COCCn1cnc2ccc(-c3cccc(O)c3)nc2c1=O,-21%[172 µM],i,-10%[172 µM],1%[87.6 µM],22µM*,-1,?
O=C1NCC2(CCN(Cc3cccc4ccccc34)CC2)Oc2ccccc21,?,-10%,nt,-15%,?,4,-26%
CCC(CC)C(=O)Nc1nnc(S(=O)(=O)N2CCCCCC2)s1,nt,nt,nt,16%,nt,6,-10%
COc1cccc(CC2CN(Cc3ccc(F)cc3OC)CCO2)c1 (configuration not stated),?,i,0%,2%,-33%,12,-9%
COCC1(CNS(=O)(=O)c2ccc(F)cc2)C[C@@H](O)[C@@H](O)C1 (some centres not stated),-6%[172 µM],-9%[88.5 µM],-12%[172 µM],5%[87.6 µM],-22%[174 µM],6,-19%[87.6 µM]
Cc1c(Cl)cccc1NC(=O)CCCn1nc(C)c2sc3ccccc3c2c1=O,nt,nt,nt,6%,nt,22,19%
